TCR-CD3 inh: blocks the human TCR-CD3 interaction; TAMRA-labeled TCR probe fluorescence, biochemical; inhibition, % at 9.4 µM; hit rate 0.37% among 360,000; in the data active = inhibition above about 19%;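 note: recombinant mutant TCR 2C K166C tagged with TAMRA read by polarization; 0% = receptor in buffer alone and 100% = receptor with positive control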
TDP2 absorb: blocks human TDP2 phosphodiesterase activity. O95551. recombinant TDP2, T5PNP hydrolysis, p-nitrophenol absorbance 415 nm. inhibition, % at 12.8 µM. hit rate 0.34% among 370,000. AID 720702;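 active = inhibition above the mean of all tested compounds plus 3 SD, set per campaign, cut at about 25% in these data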;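 note: 0% = DMSO with enzyme and 100% = buffer with substrate but no TDP2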
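System – recombinant human TDP2 · Amount – 120 nM TDP2 per well · Buffer or medium – Mg2+-containing Tris-HCl buffer, pH 7.5 · Reagent – T5PNP substrate, 5 mM · Dosing – 12.8 µM single point, 1% DMSO · Incubation – 2 h at 37 °C · Measured by – epi absorbance · Read-out basis – percent inhibition · Benchmarks – high control without enzyme, low control DMSO plus TDP2 · Repeats – singlicate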
PG9 binder: small molecules binding HIV-1 gp120 antibody PG9. hit rate 0.43% among 360,000. inhibition, % at 6.7 µM. TR-FRET gp120-PG9 antibody binding. AID 624416; in the data active = inhibition above about 8.5%
DDE Tn7 FP inh: DD(E)-Tn7 binding inhibition, primary FP screen. P02675. FP displacement of FITC-Tn7 peptide from fibrin DD(E); 0% = median of compound wells per plate. inhibition, % at 8.3 µM. hit rate 0.13% among 370,000;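 active = inhibition above the mean of compounds falling within the control limits plus 3 SD of them, cut at about 14% in these data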;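 note: 0% = plate median of compound wells and 100% = 10 µM Aha-Tn7 peptide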
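Measure: % inhibition scaled between sample-field median and high-control FP; Test system: human fibrin DD(E); Quantity: 2 µM final DD(E) protein; Doses: one dose, 8.3 µM nominal; Schedule: compound with protein 10 min, then 3 h after probe, room temperature; Detection: fluorescence polarization; Medium: Tris buffer with calcium and detergent, pH 7.8.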
LEDGF integ inh: blocks HIV-1 LEDGF/p75-dependent DNA integration | AID 743269 | hit rate 0.64% among 370,000 | TR-FRET IN-LEDGF/p75 DNA integration, Eu/Cy5 | inhibition, % at 3.7 µM;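 active = inhibition above the screen-wide mean plus 3 SD, cut at about 13% in these data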;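 note: signal is the Cy5 over europium emission ratio at 671 and 618 nm; 0% = plate median of compound wells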
mABHD4 FP: ABHD4 (mouse) inhibition, primary FP screen. purified mABHD4, FP-Rh probe fluorescence polarization. inhibition, % at 8.92 µM. hit rate 0.54% among 370,000;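 active = inhibition exceeding the mean over every tested compound plus 3 SD, cut at about 30% in these data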;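 note: 0% = plate median of compound wells and 100% = S159A mutant with DMSO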
Target sequence (Q8VD66 whole entry, looked up): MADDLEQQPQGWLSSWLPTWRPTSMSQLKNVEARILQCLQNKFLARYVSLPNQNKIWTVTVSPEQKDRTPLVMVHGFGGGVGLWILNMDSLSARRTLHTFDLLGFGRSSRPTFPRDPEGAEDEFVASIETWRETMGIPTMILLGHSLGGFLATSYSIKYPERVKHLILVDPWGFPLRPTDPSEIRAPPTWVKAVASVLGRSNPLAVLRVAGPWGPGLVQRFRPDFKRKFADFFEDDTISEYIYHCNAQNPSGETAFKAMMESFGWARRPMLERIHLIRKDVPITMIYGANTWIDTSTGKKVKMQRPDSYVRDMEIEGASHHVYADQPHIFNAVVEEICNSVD
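Assay system: mABHD4 protein; medium: HEPES pH 7.0, NaCl, Pluronic buffer; dosing: 8.92 µM, single dose; schedule: 45 min + 60 min at 25 °C; signal: FP readout, ex 525 nm / em 598 nm; read-out: normalized percent inhibition of probe labeling; repeats: single replicate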
UHRF1 binding: blocks human UHRF1 binding to methylated DNA | Q96T88 | hit rate 0.75% among 370,000 | AID 687016 | inhibition, % at 4.4 µM | UHRF1 binding to methylated oligo, TR-FRET; in the data active = inhibition above about 21%;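 note: UHRF1 SRA domain binding a hemimethylated CpG hairpin DNA probe; 0% = median of test compound wells and 100% = reference inhibitor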
HTRA1 inhibitor: HTRA1 (human) protease inhibition; Q92743; recombinant HTRA1, FP-rhodamine activity-based probe, fluorescence polarization; inhibition, % at 5.96 µM; hit rate 0.5% among 340,000; in the data active = inhibition above about 36%;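 note: 0% = enzyme with DMSO and 100% = wells lacking enzyme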
PRMT1 inh: inhibitors of human PRMT1; Q99873; recombinant PRMT1, activity-based probe fluorescence polarization; inhibition, % at 2.79 µM; hit rate 1.3% among 370,000;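 active = inhibition above about 21% made by adding two undisclosed values, limit read from the data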
SIAE primary: inhibitors of human sialic acid acetylesterase SIAE; Q9HAT2; SIAE FP-Rh probe binding, fluorescence polarization; inhibition, % at 9.66 µM; hit rate 0.69% among 370,000; AID 1053197;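 active = inhibition above a cutoff: mean of compounds within the control limits plus 3 SD of those, cut at about 17% in these data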;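 note: 0% = plate median of compound wells and 100% = probe without SIAE protein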
Target sequence (Q9HAT2 whole entry, looked up): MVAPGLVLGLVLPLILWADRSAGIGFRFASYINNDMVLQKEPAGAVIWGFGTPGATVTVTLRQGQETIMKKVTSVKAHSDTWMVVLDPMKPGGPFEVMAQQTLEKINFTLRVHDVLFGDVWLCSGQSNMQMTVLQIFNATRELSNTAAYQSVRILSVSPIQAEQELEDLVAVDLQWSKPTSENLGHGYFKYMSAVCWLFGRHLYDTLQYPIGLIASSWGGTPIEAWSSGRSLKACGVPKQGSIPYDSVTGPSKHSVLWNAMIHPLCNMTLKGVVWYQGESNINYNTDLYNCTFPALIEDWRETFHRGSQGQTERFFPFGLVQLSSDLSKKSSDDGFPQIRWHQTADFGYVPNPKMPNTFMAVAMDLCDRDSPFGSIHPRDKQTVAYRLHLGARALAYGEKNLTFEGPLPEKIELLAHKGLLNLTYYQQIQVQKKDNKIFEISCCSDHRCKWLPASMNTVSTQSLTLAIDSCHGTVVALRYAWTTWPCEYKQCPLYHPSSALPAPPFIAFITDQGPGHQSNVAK
* hit, by the source's call; . = not tested or not shown.

SMILES	TCR-CD3 inh	TDP2 absorb	PG9 binder	DDE Tn7 FP inh	LEDGF integ inh	mABHD4 FP	UHRF1 binding	HTRA1 inhibitor	PRMT1 inh	SIAE primary
O=C(O)c1ccc(-n2c(=O)c3ccccc3c3ccccc3c2=O)cc1	0	7	-2.1	0	-3	-2	1	2	2	-5
O=C(NCCOC(=O)c1ccccc1)c1ccc([N+](=O)[O-])cc1	-4	3	-2.1	1	-2	3	-1	2	3	-11
COc1ccc(CCNC(=O)CC2SC(=NCCc3ccccc3)NC2=O)cc1 (centres undefined)	-1	1	1.1	3	-4	7	0	4	26*	-1
CC(C)OCC1Cn2c(nc3c2c(=O)n(C)c(=O)n3C)O1 (centres undefined)	-4	5	-1.8	-1	1	0	1	5	-1	-1
CCCc1ccc(Oc2cn[nH]c2-c2ccc(O)c(C)c2O)cc1	-7	-24	-0.2	-5	-1	-21	3	35	5	-7
Cc1c(C(=O)O)oc2c1C(O)CCC2 (centres undefined)	3	-1	-0.3	2	1	-1	1	6	1	3
O=C(COc1ccccc1)Nc1nnc(-c2ccc(Cl)s2)o1	-3	3	0.1	-6	3	1	0	1	-5	-7
O=C(c1nc2ccccn2c1CN1CCN(c2ccccc2O)CC1)N1CCCC1	6	11	1.1	3	1	-3	-1	-4	1	5
Cc1ccc(C(C)C)c(OCC(=O)Nc2ccc(N3CCOCC3)cc2N2CCOCC2)c1	-2	18	2.8	0	2	-1	-4	4	-2	4
S=C(S)OC1CC2CC1C1CCCC21 (centres undefined)	10	-11	0.2	1	1	-2	0	5	9	-2
COc1ccc(-c2nnc(C)c3nocc23)cc1	-4	4	-1.0	-2	4	14	-8	13	0	4
Cc1ccc(C2c3[nH]c4ccccc4c3C[C@H]3C(=O)N(c4ccccc4C(=O)N4CCC(C(=O)O)CC4)C(=O)N23)cc1 (some centres undefined)	6	-13	1.9	-6	-1	-13	2	-6	-4	-14
O=S(=O)(c1ccccc1)N1C2CCC1CC(O)(c1cccnc1)C2 (centres undefined)	-3	-7	0.1	-1	1	2	5	0	0	-3
CCCCNC(=O)C1CCC(=O)N1CCc1ccccc1 (centres undefined)	2	-11	-1.8	-7	5	-4	16	7	1	0
Cc1ccc2c(c1)NC(=O)C(CC(=O)NCCCN1CCc3ccccc3C1)O2 (centres undefined)	0	-2	-1.2	0	3	5	-1	-7	-7	7
COc1ccc(CCn2c(-c3ccncc3)n[nH]c2=S)cc1OC	-3	-4	-1.1	6	3	-1	0	-1	-1	2
O=C(CCCCCN1C(=O)c2ccccc2C1=O)Nc1cccc(O)c1	6	4	-1.7	6	-1	0	-2	3	-1	3
Cc1cnc(C(=O)OCC(=O)Nc2cccc(C)c2C)cn1	3	-1	-1.9	-6	6	3	0	0	-4	-1
O=C(COc1ccc(F)cc1)NN1C(=O)CSC1=S	-19	9	-2.7	-16	2	-67	-2	-9	6	-12
O=C(NCC1(c2ccccc2)CCCC1)c1ccccc1	2	6	-0.7	-3	-1	4	-1	-1	-2	-2
O=C(CCSCc1ccccc1F)N1CCN(c2ccccn2)CC1	8	-12	-0.9	-4	2	2	-1	3	-2	-2
Cc1noc(C)c1NC(=O)N(C)C[C@H]1OCc2cnnn2CCCC(=O)N([C@@H](C)CO)C[C@H]1C	-5	-11	-0.6	-4	-7	-2	0	5	1	5
O=C(Cc1cccs1)NCCCc1ccccc1	1	8	-0.7	1	1	-3	1	5	-8	11
CCOc1ccccc1N(CC(=O)NCC1CCCO1)C(=O)CCC(=O)Nc1nccs1 (centres undefined)	-3	4	0.4	0	-5	3	1	-2	4	-6
CCOC(=O)/C(=N\Nc1ccc(Br)cc1)N1CCN(c2ccccc2OC)CC1	7	3	0.8	-2	1	8	1	3	5	11
COc1ccc(C2=NOC(C(=O)Nc3ccc(C)cc3)C2)cc1OC (centres undefined)	-2	1	-0.1	4	-4	2	-2	1	0	3
CCCC1(CC)C(=O)NC(=O)N=C1N (centres undefined)	-2	-5	0.8	-6	2	2	4	9	0	0
O=C(NCc1cccc(Cl)c1)C1CCC(=O)N(CCCN2CCOCC2)C1 (centres undefined)	0	2	1.0	-1	4	8	2	0	-3	4
COc1ccc(F)cc1S(=O)(=O)NCc1cc(=O)n(C)c(=O)n1C	9	25*	-0.5	-3	0	1	0	3	-1	1
O=C(Nc1cccc(O)c1)c1cc(-c2ccco2)on1	0	8	0.5	-3	-1	-6	-4	-34	3	-8
CC1(C(=O)NCC(F)(F)F)CCN1C(=O)Cc1ccc(-c2ccccc2)cc1 (centres undefined)	-4	2	-2.4	2	-3	1	-1	.	-2	11
N#Cc1c(-c2ccco2)cc(-c2ccccn2)nc1N	5	-12	1.3	9	4	3	-7	15	3	6
Cc1cc(C)n(C(=O)c2cc3c(s2)CCCC3)n1	3	3	2.4	1	1	1	0	-1	0	-1
CC1=NN(c2nc(-c3ccc(C)cc3)cs2)C(=O)C1N=Nc1ccc2ccccc2c1 (centres undefined)	-3	4	-0.1	7	1	8	-2	-1	-2	11
CCc1cc(/C(Cc2csc(C)n2)=N/O)c(O)cc1O	-5	0	-3.3	-9	-5	-1	14	19	-1	19*
CCOC(=O)c1sc(N2C(=O)C(O)=C(C(=O)c3ccco3)C2c2ccc(C)o2)nc1C (centres undefined)	-8	9	-0.7	-5	2	-1	-1	-7	19	-3
O=C(OCC#CCSc1nnc(-c2ccncc2)o1)c1sc2ccccc2c1Cl	0	-7	-0.2	-5	2	-2	-1	-7	2	-5
Cc1ccc(OCC(=O)N2CCN(S(=O)(=O)c3ccc(Cl)cc3)CC2)c([N+](=O)[O-])n1	-3	4	-0.7	1	-1	2	1	0	0	-4
CC(C)(C)c1ccc(OCCNC(=S)Nc2ccccc2)cc1	7	11	-1.1	-4	1	-24	-2	-46	-2	17*
O=C(NC(=S)Nc1cccc([N+](=O)[O-])c1)C1CCCCC1	6	5	-3.0	2	-2	-4	0	-4	1	-2
CCOc1ccc(NC(=O)CN2C(=O)CSc3ccc(S(=O)(=O)N4CCCC4)cc32)cc1	3	-7	0.1	9	0	-7	-1	-1	1	0
COC(=O)c1ccc(SCC(=O)NCc2ccccc2)c([N+](=O)[O-])c1	9	-4	0.0	4	2	-1	-4	-3	-3	-2
CN(C(=S)NC(=O)/C=C/c1ccc(F)cc1)C1CCCCC1	1	7	-0.2	-1	3	-5	-2	-10	-3	-3
CC1(C)CC(=O)C=C(c2cccc(CO)c2)C1	6	-3	0.1	-2	-1	-8	-1	-7	-1	0
Cc1cc(C(=O)N/N=C/c2ccc(C)s2)n[nH]1	4	-12	-2.2	-7	2	-1	0	5	-5	-8
O=C(C[C@H]1C/C=C\CC[C@@H](Cc2ccc(F)cc2)C(=O)O[C@@H](c2ccccc2)CNC1=O)N[C@H](CO)Cc1ccccc1	0	-12	0.8	0	-1	-7	7	6	-7	-6
O=C(Nc1nccs1)c1cc(N2CCOCC2)nc2ccccc12	7	4	1.3	-1	-2	-9	0	2	3	-5
Cc1ccc(-c2nc(NCc3ccco3)c3ccccc3n2)cc1	7	4	1.0	6	3	-48	-4	-87	-6	-33
Cc1c(NC(=O)c2ccc(NS(=O)(=O)c3ccccc3)cc2)c(=O)n(-c2ccccc2)n1C	6	5	-1.4	0	0	-2	-1	-1	3	0
O=C(Nc1ccccc1)C1CCCCC1	-2	-8	0.9	-6	-2	3	4	7	3	-2

Sorted by count of non-hydrogen atoms (low to high): 14 of the compounds above
SMILES	TCR-CD3 inh	TDP2 absorb	PG9 binder	DDE Tn7 FP inh	LEDGF integ inh	mABHD4 FP	UHRF1 binding	HTRA1 inhibitor	PRMT1 inh	SIAE primary
O=C(Nc1ccccc1)C1CCCCC1	-2	-8	0.9	-6	-2	3	4	7	3	-2
Cc1cc(C(=O)N/N=C/c2ccc(C)s2)n[nH]1	4	-12	-2.2	-7	2	-1	0	5	-5	-8
CCc1cc(/C(Cc2csc(C)n2)=N/O)c(O)cc1O	-5	0	-3.3	-9	-5	-1	14	19	-1	19*
O=C(NC(=S)Nc1cccc([N+](=O)[O-])c1)C1CCCCC1	6	5	-3.0	2	-2	-4	0	-4	1	-2
CN(C(=S)NC(=O)/C=C/c1ccc(F)cc1)C1CCCCC1	1	7	-0.2	-1	3	-5	-2	-10	-3	-3
CC(C)(C)c1ccc(OCCNC(=S)Nc2ccccc2)cc1	7	11	-1.1	-4	1	-24	-2	-46	-2	17*
Cc1ccc(-c2nc(NCc3ccco3)c3ccccc3n2)cc1	7	4	1.0	6	3	-48	-4	-87	-6	-33
COC(=O)c1ccc(SCC(=O)NCc2ccccc2)c([N+](=O)[O-])c1	9	-4	0.0	4	2	-1	-4	-3	-3	-2
O=C(OCC#CCSc1nnc(-c2ccncc2)o1)c1sc2ccccc2c1Cl	0	-7	-0.2	-5	2	-2	-1	-7	2	-5
Cc1ccc(OCC(=O)N2CCN(S(=O)(=O)c3ccc(Cl)cc3)CC2)c([N+](=O)[O-])n1	-3	4	-0.7	1	-1	2	1	0	0	-4
CC1=NN(c2nc(-c3ccc(C)cc3)cs2)C(=O)C1N=Nc1ccc2ccccc2c1 (centres undefined)	-3	4	-0.1	7	1	8	-2	-1	-2	11
CCOc1ccc(NC(=O)CN2C(=O)CSc3ccc(S(=O)(=O)N4CCCC4)cc32)cc1	3	-7	0.1	9	0	-7	-1	-1	1	0
Cc1c(NC(=O)c2ccc(NS(=O)(=O)c3ccccc3)cc2)c(=O)n(-c2ccccc2)n1C	6	5	-1.4	0	0	-2	-1	-1	3	0
O=C(C[C@H]1C/C=C\CC[C@@H](Cc2ccc(F)cc2)C(=O)O[C@@H](c2ccccc2)CNC1=O)N[C@H](CO)Cc1ccccc1	0	-12	0.8	0	-1	-7	7	6	-7	-6

Next entries:
SMILES	TCR-CD3 inh	TDP2 absorb	PG9 binder	DDE Tn7 FP inh	LEDGF integ inh	mABHD4 FP	UHRF1 binding	HTRA1 inhibitor	PRMT1 inh	SIAE primary
Cc1ccc(NC(=O)c2cc(NC(=O)C3CC=CCC3C(=O)O)ccc2N2CCOCC2)cc1 (centres undefined)	0	4	-0.1	-11	-1	4	-2	-6	-1	5
CCC(C(=O)OCC(=O)Nc1ccc(Cl)c(S(=O)(=O)N(C)C)c1)c1ccccc1 (centres undefined)	1	-15	-1.6	3	1	-20	-4	-4	-1	-8
Cc1cc(N)c2ccccc2n1	0	-13	-3.2	-5	-7	-9	3	-2	5	-14
c1ccc(-c2noc(-c3ccc4c(c3)OCO4)n2)nc1	-3	0	-0.7	-1	-4	5	-4	-2	3	3
Cc1cc(N)n(-c2ccc([N+](=O)[O-])cc2)n1	-4	-17	0.8	-8	3	-1	2	-2	3	-3

Assay outcomes: PubChem, The Scripps Research Institute Molecular Screening Center
